# Screening results: PubChem BioAssay, Broad Institute
# INS-1E GSIS act – GLuc luminescence reporter in INS-1E cells, primary screen for activators of glucose-dependent secretion of insulin. AID 743287, 2014. activation, % at 16.6 µM. 370,000 tested, 0.61% active. INS-1E GLuc reporter insulin secretion, 2-3 h;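 active = lowest replicate activation of at least 40%, so every replicate reaches that level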;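 note: 0% = median of neutral control wells and 100% = median of IBMX positive control wells; some compounds called inactive have numbers as strong as hits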
# PAX8 reporter – inhibitors of PAX8-driven TPO luciferase reporter, primary screen, RMG-I cells, single concentration. SteadyGlo, 24 h. inhibition, % at 12.6 µM. 360,000 tested, 1.2% active;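 active = mean replicate inhibition at least 60% with every replicate also reaching 60%; inconclusive = only one of the two criteria is met; inactive = mean below 60% and not all replicates reaching 60%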;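 note: luciferase light reporting Pax8 driven TPO promoter activity; plate controls were median of neutral control wells for no effect and mitoxantrone controls for full effect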
# DENV2 CPE rescue – inhibitors of DENV2 cytopathic effect, primary screen, cell-based, plate reader, single concentration; DENV2-infected cells, cytopathic effect rescue; CPE inhibition, % at 9.99 µM; 350,000 tested, 1.7% active; AID 651640, 2012; in the data active = CPE inhibition above about 20%, passing the limit was not always enough; inconclusive = no clear call, values can overlap the other calls; tested in BHK-21 cells;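 note: 0% = median of neutral control wells and 100% = median of positive control wells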
# ARNT-TACC3 inh – disruptors of ARNT/TACC3 protein interaction, primary screen, biochemical, AlphaScreen, single concentration; Transforming acidic coiled-coil-containing protein 3 (Homo sapiens), Q9Y6A5; AlphaScreen His-ARNT PAS-B/GST-TACC3 binding, luminescence; TACC3 fragment carries E629A point mutation; inhibition, % at 9.99 µM; 390,000 tested, 0.66% active;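 active = mean inhibition of replicates at least 50% and at least half of replicates each reaching 50%; inconclusive = half or more replicates reach 50% but mean below 50%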;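 note: 0% = complete ARNT plus TACC3 wells and 100% = ARNT alone without TACC3; many hits fall short of the cut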
# EWS-Fli block – EWS/Fli-driven NR0B1 reporter inhibitors, primary screen, A673 cells, NR0B1 luciferase, luminescence, MLPCN library. viability-normalised. inhibition, % at 12.6 µM. 350,000 tested, 0.67% active. AID 651661, 2012;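 active = mean inhibition of at least 50% after viability correction, with every replicate also passing that limit; inconclusive = mean reaches 50% but only one of two replicates passes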;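 note: firefly luciferase signal divided by Alamar Blue viability fluorescence both relative to DMSO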
# ERp5 inh – inhibitors of ERp5-driven insulin aggregation, primary screen, biochemical, turbidity, absorbance 650 nm, single point | Protein disulfide-isomerase A6 (Homo sapiens), Q15084 | 90 min | inhibition, % at 9.99 µM | 350,000 tested, 0.05% active | AID 651711, 2012;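 active = mean replicate inhibition above about 25%, with every replicate also reaching it, limit read from the data, passing the limit was not always enough; inconclusive = only one of those two criteria met; inactive = neither criterion met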
# Target sequence (Q15084 whole entry, looked up): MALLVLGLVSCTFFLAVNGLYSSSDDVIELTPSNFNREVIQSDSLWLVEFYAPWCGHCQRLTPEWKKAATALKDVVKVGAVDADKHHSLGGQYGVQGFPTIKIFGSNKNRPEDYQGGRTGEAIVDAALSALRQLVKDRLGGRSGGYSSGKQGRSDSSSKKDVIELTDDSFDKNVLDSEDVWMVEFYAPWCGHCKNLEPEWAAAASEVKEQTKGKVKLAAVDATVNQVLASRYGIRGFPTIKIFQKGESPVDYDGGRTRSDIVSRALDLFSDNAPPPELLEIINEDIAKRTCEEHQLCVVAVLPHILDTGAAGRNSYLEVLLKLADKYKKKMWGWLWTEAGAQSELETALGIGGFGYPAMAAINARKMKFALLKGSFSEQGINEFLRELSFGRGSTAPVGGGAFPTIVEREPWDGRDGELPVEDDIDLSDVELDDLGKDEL
# F508del corr – F508del CFTR correction, initial screen, CFBE line, single point. CFBE cells, YFP halide quenching; stimulated with forskolin plus potentiator P3; % fluorescence drop versus neutral controls. activity (quench increase), % at 7.58 µM. 350,000 tested, 0.36% active. AID 720511, 2013;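 active = mean added fluorescence quench of at least 8% versus neutral control, with both replicates also reaching 8%; inconclusive = only one of the mean or replicate conditions met; inactive = mean below 8% and not both replicates reaching 8%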;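 note: cells transiently co-express mutant CFTR-F508del with the halide-sensitive YFP; corrector assay measuring rescue of mutant channel to the surface after 24 h compound exposure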
# Xi reactivation – activators of inactive X chromosome reactivation, primary screen, imaging, XiGFP fibroblasts, GFP high-content imaging, set 2 | XiGFP mouse fibroblasts, % GFP-positive cells imaging, 3 d; cells co-treated with 5-aza-dC sensitizer; scaled so ellipticine positive control = 100% | activation, % at 7.58 µM | 360,000 tested, 0.055% active | AID 743238, 2013;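 active = mean normalized replicate activation at least 10% and every replicate at or above 10%; inconclusive = only one of the two criteria met; inactive = mean below 10% and not all replicates reach 10%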;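 note: 0% = median of on-plate neutral control wells and 100% = ellipticine 6 µM median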
#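 Material: XiGFP fibroblasts, SV40-immortalized. Buffer or medium: DMEM plus 5-aza-dC sensitizer. Compound: single concentration per compound, delivered by pin transfer. Times: 3 days compound exposure. Controls: ellipticine 6 µM.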
# Active calls of the source: *; ? = inconclusive; . = not tested or not shown. Compounds were not picked by outcome; any-hit rate near 4.2%.
mol,ARNT-TACC3 inh,Xi reactivation,ERp5 inh,PAX8 reporter,EWS-Fli block,F508del corr,INS-1E GSIS act,DENV2 CPE rescue
CC(=O)O[C@H]1CC[C@@]2(C)[C@@H](CC[C@H]3[C@@H]4CC[C@H](C(C)O)[C@@]4(C)CC(=O)[C@@H]32)C1 (stereo partly drawn),-0.3,0.1,2.4,-12.0,-2.0,-1.3,8.3,37.3*
COc1ccccc1CCC(=O)NCCCn1ccc2ccccc21,18.5,0.0,0.4,18.8,13.9,0.1,-14.4,3.1
Cc1ccc(NC(=O)NC(=O)CN2CCC(C(N)=O)CC2)c(C)c1,.,0.2,-3.4,-90.6,-59.4,-0.9,10.9,-1.5
COc1ccc(OC)c2sc(N(CCN(C)C)C(=O)c3ccc4ccccc4c3)nc12,16.8,0.2,-4.2,-0.4,-2.9,0.4,-11.6,0.2
Cc1cc(C)nc(Nc2nc(C(N)Cc3ccc(Cl)cc3)cs2)n1 (stereo not drawn),.,-0.1,0.5,-12.3,-12.2,1.7,3.7,?
COC(=O)[C@H]1[C@H](CO)[C@H]2Cn3c(ccc(-c4cccnc4)c3=O)[C@H]2N1Cc1cccc(F)c1,1.3,0.0,-0.7,.,-1.7,.,0.7,1.7
O=C(CC1CC1)N1CC[C@@H]2[C@H]1c1cc(-c3ccc(F)cc3)ccc1N[C@@H]2CO,11.4,0.1,.,6.6,-5.0,6.1,4.1,-14.5
CC[C@]12c3[nH]c4ccc(Cl)cc4c3CCN1C(=O)[C@@H](CC(=O)NC/C=C(\C)CCC=C(C)C)C[C@@H]2C(=O)N1CCN(C(=O)C2CC2)CC1,-0.5,0.0,1.1,74.7*,8.1,3.0,-41.3,-4.3
COc1ccc(CCNC(=O)Cn2c(=O)n(-c3ccc(F)cc3F)c(=O)c3sccc32)cc1OC,-5.0,-0.2,-2.0,10.6,15.1,-2.3,-10.6,-0.9
NC(=O)c1ccsc1NC(=O)COC(=O)Cc1c[nH]c2ccccc12,3.7,-0.1,2.2,24.2,9.0,0.8,-42.9,0.0
CC=Cc1ccc2n(c1=O)C[C@@H]1[C@@H](CO)[C@H](C(=O)NCCc3ccncc3)[C@H]2N1CCC(F)(F)F (mixture of isomers),.,0.3,.,-6.4,-1.7,.,11.0,.
CN(C)NC(=O)c1ccsc1NC(=O)c1ccc(S(=O)(=O)N2CCCC2)cc1,3.2,0.8,-1.1,3.8,9.6,0.3,48.7,0.1
OCC[C@@H]1C[C@H](O)[C@@H](O)[C@]2(CCc3ccccc3CO2)O1,-2.1,0.1,2.4,-15.6,2.8,2.4,-3.0,5.9
CC(C)N(C[C@H]1N[C@H](CO)[C@@H]1c1ccccc1)C(=O)CN1CCOCC1,-10.0,0.1,0.2,-5.6,-5.3,0.7,-2.3,15.0
COc1ccc(N(CC(=O)N2CCC(C)CC2)S(=O)(=O)c2c(C)nn(C)c2C)cc1,-18.0,0.2,-3.7,2.8,-3.1,2.3,.,?
N/C(CSc1ccc(Cl)cc1)=N\S(=O)(=O)c1ccc(Cl)cc1,-8.3,0.0,0.9,-1.7,0.2,-0.8,17.4,-1.2
Cc1ccc(N(CC(=O)NCc2ccccc2)C(=O)CCC(=O)Nc2ccccn2)c(C)c1,.,0.0,4.7,5.0,6.5,2.3,-3.5,1.7
Cc1ccc2cn[nH]c2c1N,3.4,0.0,0.8,32.0,8.6,.,1.6,3.1
CCOC(=O)CSc1nnc(NC(=O)CN2CCCCC2)s1,-12.6,0.1,-0.7,-20.0,5.4,0.2,-15.8,7.7
O=C(O)Cn1c(COc2ccc(Cl)cc2)nc2ccccc21,-9.4,.,-0.4,4.6,0.3,0.4,18.1,.

# Compound profiles, as listed above:
# Shown for CC=Cc1ccc2n(c1=O)C[C@@H]1[C@@H](CO)[C@H](C(=O)NCCc3ccncc3)[C@H]2N1CCC(F)(F)F (mixture of isomers) : ARNT-TACC3 inh = .; Xi reactivation = 0.3; ERp5 inh = .; PAX8 reporter = -6.4; EWS-Fli block = -1.7; F508del corr = .; INS-1E GSIS act = 11.0; DENV2 CPE rescue = .
# Shown for COc1ccc(OC)c2sc(N(CCN(C)C)C(=O)c3ccc4ccccc4c3)nc12 : ARNT-TACC3 inh = 16.8; Xi reactivation = 0.2; ERp5 inh = -4.2; PAX8 reporter = -0.4; EWS-Fli block = -2.9; F508del corr = 0.4; INS-1E GSIS act = -11.6; DENV2 CPE rescue = 0.2

# Remaining list, next part.
mol,ARNT-TACC3 inh,Xi reactivation,ERp5 inh,PAX8 reporter,EWS-Fli block,F508del corr,INS-1E GSIS act,DENV2 CPE rescue
COc1ccc(S(=O)(=O)Nc2cccc3c2O[C@@H](CN(C)CC2CCCCC2)[C@H](C)CN([C@H](C)CO)C3=O)cc1,.,0.2,.,-6.1,-5.4,-0.1,2.1,.
O=C(O)CN1C(=O)NC2(CCc3ccccc32)C1=O (stereo not drawn),-9.4,0.1,1.6,5.2,1.8,0.1,14.7,2.6
Cc1ccc(S(=O)(=O)Nc2ccc3c(c2)C(=O)N([C@@H](C)CO)C[C@H](C)[C@H](CN(C)Cc2ccc(C(=O)O)cc2)OCCCC[C@H](C)O3)cc1,1.5,0.4,-1.0,-13.6,-14.6,2.9,15.7,-3.0
COc1ccc(NC(=O)Nc2cccc3c2O[C@@H](CN(C)S(=O)(=O)c2ccc(C)cc2)[C@H](C)CN([C@@H](C)CO)C3=O)cc1,8.3,-0.1,0.1,-5.1,-14.8,-0.3,8.8,10.8
CN(NS(=O)(=O)c1ccc([N+](=O)[O-])cc1)c1ccccc1,.,0.2,-5.2,-17.4,-45.5,-2.6,18.7,9.5
COc1ccc([C@H]2CC(=O)C=C(c3cc(C=O)ccc3OC)C2)cc1,34.2,0.0,3.6,26.5,31.2,0.8,.,-8.3
CN(Cc1cnccn1)Cc1nc(Cc2ccccc2F)no1,-5.2,0.3,-5.4,-12.1,1.5,2.7,-0.7,.
COc1ccc(NS(=O)(=O)c2cc(C(=O)N3CCN(C/C=C/c4ccccc4)CC3)ccc2C)cc1,-1.2,0.1,5.3,32.5,14.7,1.1,-9.7,-5.9
Cc1ccc(C2(C)NC(=O)N(CC(=O)c3ccc(Cl)s3)C2=O)cc1 (stereo not drawn),-3.8,0.3,.,12.9,.,.,-26.4,.
C=C1CC(COc2cc(=O)oc3ccccc23)(c2ccccc2)OC1=O (stereo not drawn),5.0,-0.1,4.8,25.4,?,-7.2,.,1.7
COc1ccc(C2=NN(C(=O)c3cccnc3)C(c3ccccc3)C2)cc1 (stereo not drawn),1.9,-0.1,-5.0,-12.1,-10.5,.,-7.6,.
N#Cc1ccc(OCC(=O)Nc2ccncc2)cc1,-0.5,0.1,0.0,0.4,1.6,-2.5,3.8,-7.1
O=C(NCc1ccccc1)[C@H]1[C@H](CO)[C@H]2Cn3c(cccc3=O)[C@@H]1N2CC1CCCC1,0.8,0.2,1.8,15.7,-0.1,0.6,9.3,2.7
S=c1[nH]nc(-c2ccc(Cl)cc2)n1/N=C/C=C/c1ccco1,31.8,-0.1,3.4,-7.5,-7.5,-0.6,-16.4,-4.5
CC(C)CC(=O)Nc1ccnn1C1CCN(C(=O)c2ccccc2F)CC1,-1.5,0.2,-2.3,-4.1,-16.9,-1.3,0.9,?
C[C@@H](C(=O)O)[C@@H]1C[C@@]1(C)[C@@H](NC(=O)OCc1ccccc1)c1ccccc1,1.1,0.0,0.2,-1.6,1.5,2.3,-8.6,1.2
Cc1cc2oc3ccc(NCCCN4CCOCC4)cc3c(=O)c2cc1C,.,-0.1,0.5,-65.2,-56.3,-1.7,.,37.4*
COc1ccc(-c2cscc2N)cc1,.,0.3,1.9,-22.2,35.0,1.2,6.7,-9.9
COc1ccc2c3c([nH]c2c1)[C@H](CO)NCC31CCN(C(=O)Nc2ccccc2F)CC1,.,0.0,-4.3,15.0,-6.3,0.9,-4.8,4.6
O=C1C(=O)c2ccccc2C(O)=C1CC=C(Cl)Cl,7.4,0.1,3.2,-5.1,-33.1,-8.5,-38.3,1.3
COc1ccc(C2CC(=O)C=C(NCc3ccccc3)C2)cc1 (stereo not drawn),-6.0,0.2,-3.4,14.5,16.2,-0.3,.,-7.1
COc1cccc(S(=O)(=O)N2CCCCN3[C@H](CO)[C@H](c4ccc(C5=CCCCC5)cc4)[C@H]3C2)c1,27.0,0.0,.,14.9,-1.0,-2.6,37.8,.
CN1CCN(c2nc(-c3cccnc3)nc3scc(-c4ccccc4)c23)CC1,4.7,0.0,2.5,0.7,11.2,1.1,-0.3,-3.6
CC1(C(=O)NCCc2c[nH]c3ccccc23)CCN1Cc1ccccc1OC(F)F (stereo not drawn),.,0.2,1.1,16.5,-21.2,6.7,-8.9,5.9
CC(C)=CCCC1=CCC(/C=N/NC(N)=O)C(C)C1 (stereo not drawn),-2.1,0.6,5.3,51.5,-2.9,1.4,-0.6,-10.5
COc1ccccc1N1CC(C)C(=O)NC1=S (stereo not drawn),0.2,-0.1,-1.8,33.5,0.3,0.7,-1.6,-4.0
CCCCn1cnc2c(SCc3ccccc3Cl)nc(N)nc21,-8.0,0.3,9.3,.,1.0,0.8,-21.1,-0.8
O=C(C[C@H]1C=C[C@H](NC(=O)CC2CC2)[C@@H](CO)O1)NCc1ccccc1,.,-0.1,-2.1,.,-2.1,-1.3,10.0,3.1
COc1cccc(N2CC(NS(=O)(=O)c3ccc4ccccc4c3)CC2=O)c1 (stereo not drawn),0.0,0.0,-0.1,0.9,4.0,-0.8,-17.7,1.6
CC(C)CC#Cc1cnc2c(c1)C(=O)N([C@H](C)CO)C[C@H](C)[C@@H](CN(C)C(=O)C1CCCCC1)O2,11.7,-1.0,10.1,7.3,-2.3,-1.0,-9.0,2.5
O=C(Nc1cc(F)ccc1F)c1ccc(-n2cncn2)c([N+](=O)[O-])c1,.,0.0,8.2,-16.7,-11.1,0.8,6.1,-7.0
Cc1ccc(S(=O)(=O)NC(=NC(C)C)c2ccccc2)cc1,-2.7,0.0,-4.8,9.1,-12.7,-0.5,5.2,-1.1
COC(=O)C1=C(C)NC(C)=C(C(=O)OCC2CCCO2)C1c1cccc(Br)c1 (stereo not drawn),-11.4,0.1,10.8,12.0,14.4,7.2,-46.9,2.8
Fc1ccc(-c2ccc3c(c2)C2CC3CCN2Cc2ccc3c(c2)OCO3)cc1 (stereo not drawn),1.5,.,-1.2,8.4,-5.0,-4.0,-22.0,6.4
CN1c2ccc(-c3ccccc3)cc2[C@@H]2[C@@H](CCN2C(=O)c2ccccc2F)[C@@H]1CO,-3.9,-0.1,2.2,25.8,4.3,1.6,15.9,1.4
O=C(c1cccc(S(=O)(=O)N2CCCCC2)c1)N(CCc1ccccc1)Cc1ccccc1,-0.9,-0.1,2.3,11.7,26.1,1.5,-14.3,-2.9
COc1ccc(OC)c(NC(=O)c2cccc(C)c2[N+](=O)[O-])c1,-1.5,0.0,2.3,21.3,-4.9,-2.1,-1.7,.
CC(=O)c1ccc(N2CCN(CC(O)COCc3ccco3)CC2)cc1 (stereo not drawn),.,0.0,3.0,4.8,4.3,-1.6,-3.9,15.1
